RBX1-CUL1 inh = inhibitors of human ROC1-CUL1 ubiquitin ligase activity; P62877+Q13616; in vitro K48 di-Ub FRET, acceptor:donor ratio, 45 min; inhibition, % at 10 µM; actives 0.6% (n = 140,000); AID 1347404; in the data active = inhibition above about 25%
Target sequence (P62877 whole entry, looked up): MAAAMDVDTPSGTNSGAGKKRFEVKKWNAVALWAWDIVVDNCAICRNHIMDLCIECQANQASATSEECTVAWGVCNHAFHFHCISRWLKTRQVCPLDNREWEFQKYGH
Target sequence (Q13616 whole entry, looked up): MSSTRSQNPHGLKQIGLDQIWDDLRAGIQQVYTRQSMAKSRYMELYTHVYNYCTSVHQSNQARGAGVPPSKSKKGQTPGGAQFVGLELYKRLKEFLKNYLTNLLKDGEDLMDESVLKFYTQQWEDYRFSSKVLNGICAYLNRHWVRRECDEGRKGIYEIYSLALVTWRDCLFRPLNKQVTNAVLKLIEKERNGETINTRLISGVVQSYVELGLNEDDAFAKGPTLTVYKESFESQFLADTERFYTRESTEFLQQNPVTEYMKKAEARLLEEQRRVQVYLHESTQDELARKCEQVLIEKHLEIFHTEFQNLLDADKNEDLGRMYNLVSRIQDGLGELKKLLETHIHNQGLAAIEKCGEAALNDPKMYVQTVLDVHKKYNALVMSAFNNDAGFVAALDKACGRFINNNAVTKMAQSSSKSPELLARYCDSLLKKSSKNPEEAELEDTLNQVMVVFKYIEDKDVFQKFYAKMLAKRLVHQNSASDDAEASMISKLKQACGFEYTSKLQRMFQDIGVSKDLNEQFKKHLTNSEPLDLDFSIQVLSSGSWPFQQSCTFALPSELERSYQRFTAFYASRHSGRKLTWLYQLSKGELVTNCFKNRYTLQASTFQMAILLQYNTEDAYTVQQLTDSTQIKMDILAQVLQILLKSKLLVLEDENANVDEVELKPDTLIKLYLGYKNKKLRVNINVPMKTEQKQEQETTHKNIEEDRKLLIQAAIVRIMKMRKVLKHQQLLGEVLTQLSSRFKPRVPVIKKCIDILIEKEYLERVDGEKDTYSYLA
Active calls of the source: *.

| compound | RBX1-CUL1 inh |
| --- | --- |
| CC(C)(C)c1cc(C=N[C@@H]2CCCC[C@H]2N=Cc2cc(C(C)(C)C)cc(C(C)(C)C)c2O)c(O)c(C(C)(C)C)c1 | -8.3 |
| O=S(=O)(Cc1ccccc1)Nc1ccc2ccccc2c1 | 16.7 |
| Brc1cccc(-c2nnn3c2nc(NCc2ccc4c(c2)OCO4)c2ccccc23)c1 | 6.4 |
| COCCN1CCn2c(nc3cc(NS(C)(=O)=O)ccc32)C1 | 7.3 |
| COc1cccc(OCCSc2nc3ncnc(N)c3[nH]2)c1 | 1.9 |
| COc1ccc(OC)c(NC(=O)CN(C)S(=O)(=O)c2ccc(C(=O)N3CCOCC3)s2)c1 | -8.9 |
| CCCc1cc(C(=O)N2CCc3c(cnc(C)c3CNC(=O)c3ccc4c(c3)OCO4)C2)n(C)n1 | -4.4 |
| CNC(=O)c1ccc(C2CCCN2Cc2cn[nH]c2-c2ccc(C)cc2)s1 (stereo unspecified) | -1.3 |

In the list so far, these have sulfur.
| compound | RBX1-CUL1 inh |
| --- | --- |
| O=S(=O)(Cc1ccccc1)Nc1ccc2ccccc2c1 | 16.7 |
| COCCN1CCn2c(nc3cc(NS(C)(=O)=O)ccc32)C1 | 7.3 |
| COc1cccc(OCCSc2nc3ncnc(N)c3[nH]2)c1 | 1.9 |
| COc1ccc(OC)c(NC(=O)CN(C)S(=O)(=O)c2ccc(C(=O)N3CCOCC3)s2)c1 | -8.9 |
| CNC(=O)c1ccc(C2CCCN2Cc2cn[nH]c2-c2ccc(C)cc2)s1 (stereo unspecified) | -1.3 |

Following part.
| compound | RBX1-CUL1 inh |
| --- | --- |
| CCC(C)c1ccc(N2C(=O)c3ccccc3NC2c2ccc(Cl)cc2)cc1 (stereo unspecified) | -17.3 |
| O=C(NC1CC(=O)N(c2ccc(F)cc2)C1)c1ccc(S(=O)(=O)N2CCCCC2)cc1 (stereo unspecified) | -2.5 |
| O=C(c1cc2n(n1)C(C(F)(F)F)CC(c1ccc(Br)cc1)N2)N(Cc1ccccc1)c1ccccc1 (stereo unspecified) | -3.4 |
| CCCCN1CC(c2nc3ccccc3n2CCCCOc2cc(C)cc(C)c2)CC1=O (stereo unspecified) | 2.9 |
| Cc1ccn2c(Nc3c(C)cccc3C)c(-c3ccsc3)nc2c1 | 2.0 |
| O=C(COC(=O)c1cc(S(=O)(=O)N2CCCCC2)c(Cl)cc1Cl)c1ccccc1 | 3.4 |
| COc1ccc(-c2c/c(=N/Nc3ccc4ccccc4c3)c3ccccc3o2)cc1 | -14.7 |
| COc1ccc(CCNC(=O)CCCn2c(=O)c3ccccc3n(Cc3c(C)cc(C)cc3C)c2=O)cc1OC | 6.9 |
| CCOC(=O)c1cc2c(=O)n3ccccc3nc2n(Cc2ccco2)c1=NC(=O)c1cccc(F)c1 | 19.1 |
| CC(C)Cn1c(-c2ccccc2Cl)nc2ccccc21 | 2.4 |
| Cc1c(C)c(C)c(Cn2nnc(C(=O)c3ccccc3)c2C(=O)c2ccccc2)c(C)c1C | 5.6 |
| COc1cc2[nH]c(=O)n(CCCCCC(=O)N3CCN(c4cccc(C(F)(F)F)c4)CC3)c(=O)c2cc1OC | -4.2 |
| COc1ccc(OC)c(NC(=O)CN(Cc2ccc(C)cc2)S(=O)(=O)c2ccccc2)c1 | -4.6 |
| Cc1cccc(OC(=O)C23CCC(C)(C(=O)O2)C3(C)C)c1 (stereo unspecified) | 11.0 |
| Cc1ccccc1CN(c1cccc(F)c1)S(C)(=O)=O | -5.6 |
| CCCCc1c(C)[nH]n(-c2nc(-c3ccccc3)cs2)c1=O | -8.1 |
| COc1ccc(/C=c2\sc3n(c2=O)C(=N)C(C#N)C(c2ccc(OC)c(OC)c2)C=3C#N)cc1OC (stereo unspecified) | -1.7 |
| Cc1ccc(N(C)C(CNS(=O)(=O)c2ccccc2)c2ccccc2)cc1 (stereo unspecified) | -5.4 |
| CCOC(=O)c1c(C)[nH]c(C)c1S(=O)(=O)N(C)CC(=O)Nc1ccc(C)cc1C | -5.6 |
| O=C(O)c1ccc(N=C2C(=O)N(c3ccccc3)C(=O)C2Cl)cc1 (stereo unspecified) | -2.2 |
| COc1ccc(-c2ccc(-c3noc(-c4cc(OC)cc(OC)c4)n3)c(OC)n2)cc1 | -6.5 |
| Cn1c(COc2ccc(C3CCCCC3)cc2)nn(CN2CCCCC2)c1=S | 0.4 |
| Cc1cccn2c(CNC(C)c3ccccc3Cl)c(C(=O)N3CCCCC3)nc12 (stereo unspecified) | -11.7 |
| O=C(O)c1ccc(C(=O)O)c2c(C(=O)O)ccc(C(=O)O)c12 | 8.7 |
| CCC(C)(C)C1CCc2c(sc(NC(=O)Cc3ccc(Cl)cc3)c2C#N)C1 (stereo unspecified) | -2.0 |
| CC(C)OCC(O)COC(Cn1c2ccccc2c2ccccc21)Cn1c2ccccc2c2ccccc21 (stereo unspecified) | -1.5 |
| O=C(CCc1nnc(C2(c3ccc(Cl)cc3)CCC2)o1)NC1CCOCC1 | -0.5 |
| CC(C)(C)c1cc(C(=O)Oc2ccc(C#N)c(C#N)c2)cc(C(C)(C)C)c1 | 8.5 |
| O=C(CSc1nnc(CSc2nc3ccccc3s2)n1-c1ccccc1)NCCCO | 1.3 |
| Cc1nc(N2CCOCC2)ncc1C(=O)O | 0.3 |
| Cc1ccc(C2N3CC4(C)CN2CC(c2ccccc2)(C3)C4=O)cc1 (stereo unspecified) | 4.3 |
| Cc1ccc2c(c1)C(=O)c1ccc(C3CCSCC3)cc1CS2 | 2.5 |
| Cc1cc(C)c(S(=O)(=O)NCCC2CCCN2C)c(C)c1 (stereo unspecified) | 5.4 |
| Cc1ccccc1NC(=O)Cn1c(SCC(=O)Nc2ccc(F)cc2)nc2ccccc21 | -1.5 |
| CCCc1[nH]nc2c1C(c1cc(Cl)ccc1OCc1ccccc1)C(C#N)C(=N)O2 (stereo unspecified) | 0.9 |
| CC1CCN(c2nc3c(S(=O)(=O)c4ccccc4)nnn3c3ccsc23)CC1 | -5.1 |
| CCCCCCCc1nnc(NC(=O)c2cccs2)s1 | 6.3 |
| CN(C)c1ccc(CCc2ccc(N)cc2)cc1 | 7.4 |
| CCc1nnc(NC(=O)COc2ccc(Br)cc2C(C)(C)C)s1 | 1.6 |
| O=C(NNC(=S)Nc1ccc(Cl)cc1)c1cccs1 | -1.9 |
| Cc1ncc2c(c1CNC(=O)Cc1ccsc1)CCN(C(=O)C(c1ccccc1)c1ccccc1)C2 | -0.3 |
| CC1=Nc2nnnn2C(c2cccc(Br)c2)C1C(=O)Nc1ccccc1C (stereo unspecified) | 7.3 |
| CCCNc1nc2c(c(=O)n(C)c(=O)n2C)n1CC(O)COc1ccccc1 (stereo unspecified) | 9.7 |
| O=c1cc(-c2cccc(Oc3ccccc3)c2)oc2c(=O)ccccc12 | -10.7 |
| O=C1C=CC(=NN2C(=O)c3ccccc3C2=O)C=C1 | -1.9 |
| CCc1ccccc1NC(=O)Cn1nnc(C(=O)NCc2ccco2)c1N | -7.1 |
| COc1ccc(OC2CCN(C(=O)C3CC3)CC2)c(C(=O)N(C)CC2CCCCO2)c1 (stereo unspecified) | 14.6 |
| O=C(Nc1ccccc1F)c1nc(SCc2ccc(F)cc2)ncc1Cl | 4.4 |
| CCN(CC)c1ccc(C2C(C(=O)OC)C(=O)CC(C)(O)C2C(=O)OC)cc1 (stereo unspecified) | 2.7 |
| Cc1cccc(C)c1OCCSc1nc2ccccc2n1CC(=O)O | 1.4 |
| Cn1ccnc1Sc1ncccn1 | -1.3 |
| COc1cc2ncc3c(-c4ccccc4)nn(-c4ccc(C)cc4)c3c2cc1OC | -7.8 |
| CCOC(=O)c1sc2cccc(F)c2c1S(=O)(=O)Nc1ccccc1F | -7.4 |
| CN1C(=O)C2(OCCCO2)c2cc(Cl)ccc21 | -6.7 |
| CCOc1ccc(CNC(=O)c2cc3c(=O)oc4ccc(C)cc4c3s2)cc1 | -9.4 |
| CCn1c(=O)cc(OCC(=O)N2CCN(c3ccc(C)cc3)C(C)C2)c2ccccc21 (stereo unspecified) | 1.0 |

Following part:
| compound | RBX1-CUL1 inh |
| --- | --- |
| Cc1cc(C)c2c(c1)C(O)(CC(C)O)C(=O)N2Cc1ccccc1 (stereo unspecified) | 9.1 |
| CCC(Oc1ccccc1)C(=O)NCCc1ccc(F)cc1 (stereo unspecified) | 4.6 |
| COc1ccc(-c2cc(C(=O)Nc3cc(Oc4cncc(Cl)c4)cc([N+](=O)[O-])c3)c3ccccc3n2)cc1 | -4.5 |
| CCc1ccc(NC(=O)c2ccncc2)cc1 | 10.4 |
| O=C(Nc1ccc(-c2cscn2)cc1)C1CCCN(Cc2cccnc2)C1 (stereo unspecified) | 4.7 |
| COc1ccc(C(=O)Nc2c(C)cccc2C)cc1OC | -0.5 |
| COc1cc(C=C2C(=O)OC(c3ccccc3)OC2=O)ccc1OCc1ccc2c(c1)OCO2 (stereo unspecified) | -4.4 |
| Cc1ccc2c(c1)SCc1ccccc1C2(O)c1ccccc1 (stereo unspecified) | 8.7 |
| COc1ccc(-c2cc(-c3cccs3)nc(SC)c2C#N)cc1 | 1.0 |
| CCCOC(=O)CSc1ncnc2sc3c(c12)CCC(C)C3 (stereo unspecified) | -1.0 |
| Cc1nc2n(C)nc([O-])[n+]2c2ccccc12 | 8.0 |
| COc1cc(Cl)c(C)cc1Nc1nnc(-n2nc(C)cc2C)c2ccccc12 | -2.2 |
| CCC1=NN2C(=N)/C(=C/c3ccc(OC(C)=O)cc3)C(=O)N=C2S1 | 0.4 |
| O=c1n(Cc2ccccc2)nc2n1-c1cc(Cl)ccc1OC2 | -3.9 |
| CCOC(=O)c1c(-c2ccc(F)cc2)csc1NC(=O)CCCOc1ccc(C)cc1C | -1.2 |
| CCCn1c(C)c(C)n2c3c(=O)[nH]c(=O)n(C)c3nc12 | -4.3 |
| COC(=O)c1cc(Cl)ccc1OCC(=O)Nc1ccc(Cl)cn1 | -2.2 |
| C=CCNC(=O)C1CC(c2cccc(Br)c2)=NO1 (stereo unspecified) | -5.3 |
| CCc1cc(=O)oc2c(C)c3c(cc12)CN(CCc1ccccc1OC)CO3 | -0.9 |
| O=C(Cn1ccccc1=S)c1ccc(Cl)c(Cl)c1 | 3.9 |
| Cc1nc2ccn(Cc3ccco3)c(=O)c2cc1C(=O)Nc1ccc(F)cc1 | 4.1 |
| Cc1ccc(C(=O)CC=Nc2ccc(F)cc2F)cc1 | 6.6 |
| Cc1cccc(OCC(=O)N/N=C/c2cc(Br)cc(Cl)c2O)c1 | -13.4 |
| COc1cc(C)c(S(=O)(=O)NC2CCCCC2)cc1C(C)C | -4.3 |
| COC(c1ccc2c(c1)CN(C(=O)c1cccc(N3CCNC3=O)c1)CCO2)C1CCCCC1 (stereo unspecified) | 0.7 |
| CN(Cc1ccccc1)C(=O)c1ccc(NS(C)(=O)=O)cc1 | -3.4 |
| Cc1[nH]c2ccc(C(=O)Nc3ccc(F)cc3)cc2c1C | -2.0 |
| O=C(Nc1ccc(Oc2cccnc2)cc1)C1CCN(CC2CCOC2)CC1 (stereo unspecified) | 14.9 |
| Cc1cccc(CC(=O)N2CC(=O)Nc3ccc(Br)cc3C2c2ccc(F)cc2)c1 (stereo unspecified) | 0.5 |
| Cc1ccc(C2=Nc3ncnn3C(c3ccc(OC(F)F)cc3)C2)cc1 (stereo unspecified) | 3.1 |
| CSCCCNC(=O)c1cn(CC(C)C)cc(C(=O)N2CCCCCC2)c1=O | -2.5 |
| COc1ccc(N2C(=NC(=S)N(C)C)SC(=Nc3ccccc3)C2=Nc2ccccc2)cc1 | -1.6 |
| Cc1ccc(C2SCCN2S(=O)(=O)c2ccc3cccc4c3c2CC4)cc1 (stereo unspecified) | -6.9 |
| CCCOc1ccc(CNC(=O)C2CCN(C(=O)c3sccc3-n3cccc3)CC2)cc1 | 6.7 |
| CCOc1ccc(CCNC(=O)c2ccc(C)c(-n3c(C)nc4cccnc43)c2)cc1OCC | -8.8 |
| COc1ccc(C)cc1NC(=O)CN1C(=O)COc2ccc(S(=O)(=O)N3CCCCCC3)cc21 | 6.7 |
| N#C/C(=C\c1ccccc1)C(=O)Nc1sc2c(c1C(N)=O)CCC2 | 0.3 |
| Cn1c2ccccc2c2cnn(CC(=O)Nc3ccccc3F)c(=O)c21 | -4.1 |
| Nc1cccc(-c2n[nH]c(=S)o2)c1 | 0.6 |
| COc1ccc(-c2nc(Sc3nc4ccccc4nc3Cl)n[nH]2)cc1 | -14.3 |
| Cc1cc(C)cc(OCc2cc(=O)n3cc(C)sc3n2)c1 | -3.7 |
| CCCc1[nH]nc2c1C(c1cccc(OCc3ccccc3C)c1)C(C#N)C(=N)O2 (stereo unspecified) | 5.3 |
| O=C(CSc1nnc(-c2ccncc2)n1-c1cccc(C(F)(F)F)c1)NC(=O)Nc1ccccc1 | -2.6 |
| C=CCn1c(SCC(=O)NCCc2ccccc2)nc2sc3c(c2c1=O)CCC3 | -2.9 |
| Cc1sc(NC(=O)C(F)(F)F)c(C#N)c1C | -3.5 |
| Cc1cc(Cl)ccc1OCC(=O)N(Cc1ccco1)Cc1ccco1 | -4.4 |
| Cc1nc(C)c2c(n1)OC(Cn1ncc(N3CCc4ccccc4C3)cc1=O)C2 (stereo unspecified) | 4.2 |
| C[C@H](CCC(=O)O)[C@H]1CCC2C3CC[C@@H]4C[C@H](OC=O)CC[C@]4(C)C3CC[C@@]21C (stereo partly specified) | 2.3 |
| CC(=O)C1C(=O)C(=O)N(CCCC(=O)O)C1c1ccc(Cl)cc1 (stereo unspecified) | 11.1 |
| Cc1ccc(C(=O)CSc2nc3cc(C(=O)NC4CCCC4)ccc3c(=O)n2CC2CCCO2)c(C)c1 (stereo unspecified) | 5.9 |
| CCOc1cc(C2C3=C(CC(C)(C)CC3=O)N=C3CC(C)(C)CC(=O)C32)cc(Br)c1OS(=O)(=O)c1ccccc1 (stereo unspecified) | -8.1 |
| COC(=O)CCC(=O)N1CCCC(CCc2ccccc2C)C1 (stereo unspecified) | 2.7 |
| COC(=O)c1ccccc1OCC(=O)c1c(OC)cc(OC)cc1OC | 1.6 |
| O=C(CC1CCCC1)N1CCC2(CCCN(Cc3cccnc3)C2=O)C1 (stereo unspecified) | 2.5 |
| COc1ccc(CC(=O)Nc2ccc(S(N)(=O)=O)cc2)cc1 | -3.0 |
| O=C(NNC(=S)NCc1ccccc1)c1ccco1 | -5.2 |
| CC(C)C(=O)Nc1nc2ccccc2s1 | 1.1 |
| Cc1c(/C=C2\C(=N)N3N=C(C(F)(F)F)SC3=NC2=O)c2ccccc2n1Cc1ccc(F)cc1 | 4.5 |

High-throughput results (PubChem BioAssay)

Not all compounds are listed; count on the stated rates, not on these rows.
